Screening data: PubChem BioAssay, several laboratories
human PMI inhibitors = MPI inhibition at elevated mannose 6-phosphate – biochemical, fluorescence intensity, high mannose 6-phosphate, primary screen (AID 1220); one-dose inhibition, % at 20 µM; IC50 in µM for titrated hits; actives 0.66% (n = 190,000); recombinant PMI enzyme, coupled fluorescence intensity; higher % means a stronger effect
ER stress rescue = rescue of cells from ER stress-induced death, primary screen, 384-well, CSM14.1, thapsigargin, ATP luminescence (AID 1222). one-dose cellular ATP content (survival), % at 20 µM; EC50 in µM for titrated hits. 190,000 tested, under 10 active. CSM14.1 thapsigargin-induced death rescue, ATP luminescence; higher % means a stronger effect;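 active = EC50 below 50 µM in the dose-response confirmation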;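 also: death triggered by thapsigargin at about 15 µM added after 2 h compound pretreatment; cell ATP read after overnight thapsigargin exposure of roughly 18 to 22 hours; normalized against plate controls of thapsigargin alone and 5% DMSO vehicle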
M1AAP inhibition = malaria alanyl aminopeptidase activity blockers – biochemical, fluorogenic H-Leu-NHMec substrate, 1536-well (AID 1445); recombinant M1AAP, H-Leu-NHMec fluorogenic kinetic assay; higher % means a stronger effect; inhibition, % at 30 µM; hits with a dose series show IC50 in µM; actives 0.42% (n = 220,000);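 active = primary inhibition above the hit cutoff, then over 50% inhibition at one or more dose response concentrations, cut at about 23% in these data, passing the limit was not always enough; inconclusive = conflicting primary data, or primary hits not chosen for dose response; inactive = low primary inhibition, or under 50% at every dose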;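 also: plate controls were DMSO full reaction for no effect and no enzyme background for full effect; strong numbers were not always called active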
TNAP activation fold = human TNAP enzyme activators, primary screen, biochemical, luminescent, no phosphate acceptor, uHTS (AID 1001); activation fold at 20 µM; hits with a dose series show EC50 in µM; purified TNAP, luminescent activation assay, no phosphate acceptor; higher activation fold means a stronger effect; actives 0.03% (n = 200,000); in the data active = activation fold from about 3, or a potency from the dose series; inactive = the rest, 99 in 100 with activation fold below about 1.6; also: many of its hits are not listed in these tables
Myeloid diff 2 = myeloid differentiation induction; AID 624256; actives 1% (n = 360,000); ER-HoxA9 myeloid progenitors, lysozyme-GFP differentiation, flow cytometry; calls only at 10 µM;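 active = normalized GFP-positive differentiation at or above the plate's own cutoff, the solvent-only control mean plus 3 SD; inconclusive = no clear call, values can overlap the other calls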;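 also: cells exposed to compound for four days before flow analysis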
human PMI inhibition = MPI enzyme activity inhibition – biochemical, fluorescence intensity, coupled assay, primary screen (AID 1209). purified PMI enzyme, coupled fluorescence intensity; higher % means a stronger effect. inhibition, % at 20 µM, or IC50 in µM where a hit was titrated. actives 0.42% (n = 190,000);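 also: plate controls were DMSO vehicle for no effect and wells lacking substrate for full effect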
UTI89 phage lysis = protection from phage-mediated lysis, alamar blue read-out – E. coli UTI89, K1F phage, bacterial capsule biogenesis inhibitors (AID 488966); E. coli UTI89 K1F phage lysis, alamar blue, 2 h; higher % means a stronger effect; inhibition, % at 100 µM; hits with a dose series show IC50 in µM; actives 0.02% (n = 340,000);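 active = phage lysis inhibition, versus mean bacterial control, above a set limit; inconclusive = no clear call, values can overlap the other calls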;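 also: capsule biogenesis inhibitors block K1F phage lysis so surviving cells raise fluorescence; higher fluorescence means more inhibition of phage lysis; actives were called in the ten point dose series up to 300 µM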
Hep lipid drop = hepatic lipid droplet formation modulation | AML12 mouse hepatocytes, oleate lipid droplets, BODIPY imaging | actives 0.4% (n = 240,000) | inhibition, % at 6.5 µM | AID 1656;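 active = lipid droplet intensity inhibited by at least 50%, with more than 500 cells counted; inconclusive = wells with under 300 cells, treated as cytotoxic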
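Technique: fluorescence imaging, 20x objective, two fields per well / Assay system: AML12 hepatocytes (mouse) / Measure: % inhibition of lipid droplet signal / Doses: 6.5 µM single-point dosing / Incubation: overnight exposure / Reagent: 100 µM oleic acid challenge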
WT yeast gro inh = growth inhibition of WT yeast, mitochondrial fusion screen | inhibition, % at 10 µM | mitochondrial fusion phenotypic screen, WT strain | actives 2.1% (n = 190,000) | AID 1362; in the data active = inhibition above about 58%; tested in S. cerevisiae
WT yeast gro inh mutant strain = also measured in WT yeast gro inh; calls as there; inhibition, %; mitochondrial fusion phenotypic screen, mutant strain inhibition
Hep lipid drop cells 6.5 µM = further read-out of Hep lipid drop, marked with its call; cell count; measured here: cell count, cytotoxicity flag;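 cells counted across two imaged fields per well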
Myeloid diff 2 GFP+ MAC1+ % = also measured in Myeloid diff 2; calls as there; GFP+ MAC1+ double positive, %; measured here: differentiation confirmed by MAC1 staining
The depositor's hits bear a star; i = inactive; ? = inconclusive; . = no result given; [ ] = remark or other dose. Rule as the data show it, unless noted: active = inhibition above about 50%; inactive = the rest.

SMILES	human PMI inhibitors	ER stress rescue	M1AAP inhibition	TNAP activation fold	Myeloid diff 2	Myeloid diff 2 GFP+ MAC1+ %	human PMI inhibition	UTI89 phage lysis	Hep lipid drop	Hep lipid drop cells 6.5 µM	WT yeast gro inh	WT yeast gro inh mutant strain
Cn1c(SCc2ccccc2)nc(C(F)(F)F)cc1=O	4%	-1.0%	-1%	1	i	0.3	1%	1.0%	10	683	9	-3
COc1cc(Cl)c(C)cc1NC(=O)CNC(=O)Cn1cnc2ccccc2c1=O	8%	-0.4%	-5%	1.1	i	7.9	13%	-1.3%	.	.	14	1
O=C(Nc1ccc(-c2nc3ccccc3s2)cc1)C1=COCCO1	-1%	-2.5%	3%	1.2	i	0.4	10%	1.5%	-4	631	7	-7
CC(=O)CSc1nnc(Cc2ccc3c(c2)OCO3)o1	-2%	-0.5%	0%	1.1	i	0.5	-4%	7.2%	2	653	-8	3
N/C(=N\OC(=O)C(c1ccccc1)c1ccccc1)c1ccncc1	.	.	-3%	.	i	0.0	.	0.0%	-1	633	.	.
O=C(COc1ccc(Br)cc1)N1CCc2ccccc2C1	14%	0.0%	5%	1	i	1.8	14%	3.9%	-15	720	22	8
Cc1cc(C)c2cc(CN(Cc3ccc4c(c3)OCO4)Cc3nnnn3Cc3ccco3)c(=O)[nH]c2c1	6%	-2.7%	6%	1.1	i	0.6	11%	-1.2%	-9	701	9	-8
O=C(COC(=O)[C@@H]1CC(O)CN1S(=O)(=O)c1ccccc1[N+](=O)[O-])c1ccccc1 (stereo partly specified)	9%	-0.8%	2%	1.1	i	0.8	11%	0.0%	1	690	-13	3
CC1Cc2cc(/C(O)=C3\C(=O)C(=O)N(CCN4CCOCC4)C3c3ccccc3F)ccc2O1 (stereo unspecified)	-2%	0.0%	-3%	1.1	i	1.0	-5%	0.5%	.	.	.	.
CCOC(=O)/C(=N/Nc1ccccc1)Sc1nnnn1-c1ccc(C)cc1	10%	11%	1%	1.1	i	0.1	7%	-0.3%[50 µM]	9	678	-15	0
CCOC(=O)C(C)c1c(C)[nH]c(=S)[nH]c1=O (stereo unspecified)	-6%	0.6%	1%	1.1	i	0.8	-1%	1.8%	-4	748	-14	9
O=[N+]([O-])c1ccc(NCc2ccccn2)nc1	-4%	-0.5%	15%	1	i	0.4	-2%	0.1%	14	560	1	3
OCC1CCCN(c2nc(CN3CCCCC3)nc3scc(-c4ccccc4)c23)C1 (stereo unspecified)	2%	1.3%	4%	1.1	i	0.3	8%	0.2%	-2	643	-7	5
Cc1ccc(S(=O)(=O)Nc2cccc3c2CCCC3)cc1	12%	1.1%	1%	1.1	i	1.1	12%	2.8%	0	654	37	11
COC(=O)CSc1nnc(-c2ccccn2)n1Cc1ccco1	42%	0.2%	0%	1	i	0.4	7%	1.1%[50 µM]	-4	745	-18	3
O=C(CN(c1ccc2c(c1)OCCO2)S(=O)(=O)c1ccccc1)NCc1ccco1	5%	-2.9%	0%	1.1	i	1.0	4%	3.4%	8	688	-22	-7
O=C(COC(=O)/C=C/c1ccccc1)Nc1cc(C(F)(F)F)ccc1N1CCOCC1	1%	0.1%	10%	1.1	i	0.5	12%	0.0%	-14	590	12	1
Cc1ccc(-n2nc3c(c2NC(=O)c2ccc(Br)o2)CSC3)c(C)c1	17%	-0.2%	6%	1.1	i	6.5	13%	0.5%	-7	742	19	31
CN1CCN(C(=O)c2ccc3c(=O)n(Cc4ccco4)c(=S)[nH]c3c2)CC1	-5%	-0.3%	8%	0.8	i	0.4	-9%	1.6%	13	846	-4	6
C/C(=C\c1ccccc1)CN1CCN(c2ccccc2F)CC1	2%	-1.8%	-1%	1.1	i	7.5	18%	0.8%	5	699	7	-16
Cc1ccc(NC(=O)CN(C)CC(=O)Nc2ccc(N3CCOCC3)cc2)c([N+](=O)[O-])c1	-1%	-3.3%	0%	1.2	i	0.4	5%	3.4%	20	562	-7	1
Brc1ccc(CSc2ccc3nnc(-c4ccccn4)n3n2)cc1	-2%	.	2%	1.1	i	0.7	-1%	0.0%	5	677	7	7
CN1CCN(NC(=O)CN2C(=O)/C(=C/c3ccccc3F)SC2=S)CC1	10%	-1.7%	7%	0.7	.	.	6%	.	-2	683	6	16
COC(=O)c1ccc(N2CCN(S(=O)(=O)c3c(C)cc(C)cc3C)CC2)c([N+](=O)[O-])c1	10%	-1.6%	1%	1	i	1.6	10%	-0.2%	-7	678	-4	-20
Cc1noc(C)c1S(=O)(=O)N1CCC2(CC1)OCCO2	-2%	-1.1%	2%	1	i	1.1	-3%	3.0%	.	.	30	4
Going on with the list:
SMILES	human PMI inhibitors	ER stress rescue	M1AAP inhibition	TNAP activation fold	Myeloid diff 2	Myeloid diff 2 GFP+ MAC1+ %	human PMI inhibition	UTI89 phage lysis	Hep lipid drop	Hep lipid drop cells 6.5 µM	WT yeast gro inh	WT yeast gro inh mutant strain
CCc1cccc(C)c1NC(=O)CO/N=C(\C)c1cc2ccccc2o1	60%*	0.1%	-2%	1	i	1.9	14%	1.1%[50 µM]	14	652	8	18
Cc1nc2nc(CCc3ccccc3)nn2c(C)c1Cl	-5%	-2.4%	-6%	1	i	10	0%	-0.9%	.	.	8	15
CCC1CCc2c(sc(NC(=O)CSc3nc(-c4ccco4)cc(C(F)(F)F)n3)c2C#N)C1 (stereo unspecified)	9%	1.4%	3%	1.2	i	0.8	12%	1.4%	-16	793	-1	-6
CCN(CC)C(=O)CSc1nnc(COc2ccccc2)n1N	-4%	0.0%	-3%	1	i	0.1	-2%	0.0%	17	759	-1	-1
CCn1c(=O)cc(SCC(=O)Nc2ccc3c(c2)OCCO3)c2ccccc21	8%	-2.7%	2%	1.1	i	1.3	13%	5.0%	.	.	-11	-28
COc1ccc(NC(=O)C2CC(=O)n3c(nc4ccccc43)N2)cc1 (stereo unspecified)	.	.	1%	.	i	0.3	.	0.3%	12	673	.	.
O=c1[nH]c(NNC(=S)NCc2ccccc2)nc2c1C1(CCCCC1)Cc1ccccc1-2	2%	-2.5%	-12%	1.5	i	0.5	9%	-0.2%	2	681	-20	4
c1ccc(-c2noc(CC3CCCCC3)n2)cc1	4%	-0.4%	2%	1.1	i	0.3	4%	-0.3%	4	713	2	7
O=C(COC(=O)C1(c2ccc(F)cc2)CCCC1)NC1CC1	-8%	-0.3%	1%	1.1	i	1.3	-2%	3.7%	-1	791	4	11
COC(=O)[C@@H]1C[C@H]2CC[C@H](O)C[C@H]2N1Cc1ccc(C(C)(C)C)cc1	.	.	1%	.	i	1.7	.	-0.8%	-3	778	.	.
CCOC(=O)/C(=C\c1ccc(OC(F)F)cc1)C1=Nn2c(nnc2-c2ccc(Cl)cc2)SC1	16%	-0.8%	8%	1	?	.	16%	9.1%	2	621	71*	14*
Cc1ccc(/C=C2\SC(N)=NC2=O)s1	-2%	-2.8%	-2%	1.3	i	0.5	7%	-0.2%	-11	522	9	-9
Cc1nn(-c2ccccc2)c2sc(C(=O)OCn3nnc4ccccc4c3=O)cc12	6%	-2.0%	3%	1	i	0.5	7%	0.2%	2	775	-4	-22
CCn1c(SCc2nc(-c3cccs3)no2)nnc1-c1c[nH]c2ccccc12	20%	1.9%	2%	1	i	1.1	23%	0.3%	1	578	10	18
Nc1ccc(-c2nc3ccccc3[nH]2)cc1	11%	-3.4%	6%	1.1	i	2.8	14%	-6.9%	6	631	5	9
COc1ccc(F)cc1S(=O)(=O)Nc1ccc2c(c1)OCO2	7%	-1.7%	11%	1.1	i	1.0	10%	-0.1%	-10	713	-3	8
COc1cccc(NC(=O)N2CCN(c3cccc(C)c3)C(C)C2)c1 (stereo unspecified)	-5%	0.5%	-4%	1.1	i	0.7	-3%	0.2%	.	.	47	11
O=C(CSCc1ccc([N+](=O)[O-])cc1)Nc1cccc(C(=O)Nc2ccccc2C(=O)O)c1	11%	-0.2%	?	1.1	i	1.1	10%	-0.6%[50 µM]	.	.	11	-2
CC(=O)Nc1nc2ccccc2n1CCOc1ccccc1Cl	18%	.	-6%	1.1	i	2.0	21%	0.0%	-3	688	18	26
O=c1c2ccccc2cnn1Cc1n[nH]c(=S)n1-c1ccccc1Cl	8%	-3.2%	9%	1.1	i	0.4	-2%	0.5%	-9	667	-11	2
C=CCn1c(CNC(=O)c2ccco2)nnc1SCC(=O)Nc1cccc(Br)c1	0%	0.7%	?	1.1	i	2.0	3%	-20%	1	765	8	-2
COc1ccc(OC(C)C(=O)Nc2ccc([N+](=O)[O-])cc2)cc1 (stereo unspecified)	10%	-1.4%	-2%	1.1	i	0.3	8%	0.6%	2	687	3	-5
COc1nc(OCCNC(=O)Nc2ccccc2)nc(N(C)C)n1	0%	-1.7%	7%	1.1	i	0.8	1%	1.2%	.	.	23	-31
COc1cc(/C=N/NC(=O)CCNC(=O)c2ccccc2Cl)ccc1O	17%	-0.9%	6%	1	i	0.2	13%	-1.0%	-9	671	-2	23

4 compounds picked at random from the list so far:
SMILES	human PMI inhibitors	ER stress rescue	M1AAP inhibition	TNAP activation fold	Myeloid diff 2	Myeloid diff 2 GFP+ MAC1+ %	human PMI inhibition	UTI89 phage lysis	Hep lipid drop	Hep lipid drop cells 6.5 µM	WT yeast gro inh	WT yeast gro inh mutant strain
Nc1ccc(-c2nc3ccccc3[nH]2)cc1	11%	-3.4%	6%	1.1	i	2.8	14%	-6.9%	6	631	5	9
OCC1CCCN(c2nc(CN3CCCCC3)nc3scc(-c4ccccc4)c23)C1 (stereo unspecified)	2%	1.3%	4%	1.1	i	0.3	8%	0.2%	-2	643	-7	5
O=C(Nc1ccc(-c2nc3ccccc3s2)cc1)C1=COCCO1	-1%	-2.5%	3%	1.2	i	0.4	10%	1.5%	-4	631	7	-7
CCOC(=O)/C(=C\c1ccc(OC(F)F)cc1)C1=Nn2c(nnc2-c2ccc(Cl)cc2)SC1	16%	-0.8%	8%	1	?	.	16%	9.1%	2	621	71*	14*

human PMI inhibitors, hit marks shown above.
mol | human PMI inhibitors | M1AAP inhibition | TNAP activation fold | Myeloid diff 2 GFP+ MAC1+ % | human PMI inhibition | WT yeast gro inh mutant strain
CCc1cccc(C)c1NC(=O)CO/N=C(\C)c1cc2ccccc2o1 | 60%* | -2% | 1 | 1.9 | 14% | 18
